RAD54 branch: inhibitors of human RAD54 branch migration, primary screen, biochemical, fluorescence, single point; DNA repair and recombination protein RAD54-like (Homo sapiens), Q92698; RAD54 Holliday junction branch migration, FAM/BHQ fluorescence; inhibition, % at 10.4 µM; 360,000 compounds, 0.14% hits; AID 602329, 2012;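 active means mean normalized replicate activity at least 40 and at least half of replicates scoring 40 or more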;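 further: 0% = median of neutral control wells and 100% = median of positive control wells; inhibitors cause a drop in the FAM fluorescence signal; in these data hits start at about 50%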
E-selectin induc: E-selectin induction in HUVECs, primary screen, imaging, HUVEC, immunofluorescence imaging, single point; normalized: neutral wells 0, TNF-alpha wells 100; activation, % at 7.58 µM; 260,000 compounds, 0.37% hits;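 active means mean E-selectin-positive cell signal at least 10% of the positive control, reached in at least 60% of replicates, without over 20% cell loss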;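 further: in these data hits start at about 27%; measured in HUVEC primary endothelial cells; signal is the percent of cells scored E-selectin positive by PE staining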
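System: HUVEC / Compound: single concentration / Signal: immunofluorescence imaging / Read-out: percent E-selectin-positive cells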
PglD DTNB: C. jejuni PglD acetyltransferase inhibitors, primary screen, biochemical, DTNB colorimetric, single point; UDP-N-acetylbacillosamine N-acetyltransferase PglD (Campylobacter jejuni); 360,000 compounds, 0.098% hits; purified PglD enzyme, DTNB colorimetric CoA detection; inhibition, % at 12.5 µM; in the data active means inhibition above about 16%, passing the limit was not always enough; further: strong numbers were not always called active
Cneo AK release: Cryptococcus neoformans cell lysis inducers, primary screen, AK release luminescence, single concentration. AID 651654, 2012. 360,000 compounds, 0.2% hits. C. neoformans lysis, adenylate kinase release luminescence, 4 h; normalised: neutral wells 0, clomiphene wells 100. lysis activity, % at 15 µM;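 active means mean lysis activity across replicates of at least 80%, whatever share of replicates individually reach that level; inactive means mean lysis activity below 80%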
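read-out = cell lysis signal | test system = log-phase Cryptococcus neoformans yeast cells | input = cells at 5 × 10^6 per mL | medium = fresh YPD growth medium | signal = luminescent adenylate kinase detection reagent | timing = 4 h at 37 °C static, read 1 h later | dosing = single dose | controls = Clomiphene as positive lysis control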
ERAP1 inh: human ERAP1 aminopeptidase inhibitors, primary screen, biochemical, single point, plate reader | recombinant ERAP1, Leu-AMC fluorescence, 60 min | inhibition, % at 10.7 µM | 340,000 compounds, 0.15% hits | AID 652197, 2013;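 active means mean replicate inhibition of at least 30%, or all replicates individually reaching that 30% level; inactive means mean below 30% and not every replicate reaching it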;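 further: 0% = neutral control wells and 100% = L-leucinethiol positive control wells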
Target sequence (Q9NZ08 whole entry, looked up): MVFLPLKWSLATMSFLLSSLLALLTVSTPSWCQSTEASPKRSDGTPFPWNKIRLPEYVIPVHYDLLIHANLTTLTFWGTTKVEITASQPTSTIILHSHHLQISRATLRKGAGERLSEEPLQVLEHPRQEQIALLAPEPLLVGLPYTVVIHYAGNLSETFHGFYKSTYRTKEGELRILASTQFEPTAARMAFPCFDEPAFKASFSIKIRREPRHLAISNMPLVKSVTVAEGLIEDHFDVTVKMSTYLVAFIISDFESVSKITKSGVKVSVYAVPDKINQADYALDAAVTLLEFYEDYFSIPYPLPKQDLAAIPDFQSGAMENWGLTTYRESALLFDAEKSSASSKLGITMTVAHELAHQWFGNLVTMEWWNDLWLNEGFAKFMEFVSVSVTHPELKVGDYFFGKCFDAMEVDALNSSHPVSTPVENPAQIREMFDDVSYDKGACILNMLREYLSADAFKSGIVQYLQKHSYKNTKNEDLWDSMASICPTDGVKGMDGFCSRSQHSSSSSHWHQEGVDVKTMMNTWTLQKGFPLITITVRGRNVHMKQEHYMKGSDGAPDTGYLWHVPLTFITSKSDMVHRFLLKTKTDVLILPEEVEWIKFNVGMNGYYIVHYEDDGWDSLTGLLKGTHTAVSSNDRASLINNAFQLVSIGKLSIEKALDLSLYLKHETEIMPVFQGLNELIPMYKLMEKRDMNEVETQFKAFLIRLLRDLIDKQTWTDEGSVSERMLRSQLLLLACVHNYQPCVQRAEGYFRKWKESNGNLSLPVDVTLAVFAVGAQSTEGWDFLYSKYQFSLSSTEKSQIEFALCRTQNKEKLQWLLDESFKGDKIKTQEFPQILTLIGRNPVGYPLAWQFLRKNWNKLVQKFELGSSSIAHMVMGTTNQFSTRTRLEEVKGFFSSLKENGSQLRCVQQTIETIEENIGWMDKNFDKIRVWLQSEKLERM
PGC1a acetyl inh: inhibitors of PGC1a acetylation signal, primary screen, cell-based, U2OS, AlphaScreen, inhibitor mode; AlphaScreen anti-acetyl-lysine; with virally co-expressed GCN5 acetyltransferase; inhibition, % at 15.6 µM; 350,000 compounds, 0.17% hits; AID 651687, 2012;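 active means every replicate shows inhibition of at least 40%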;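 further: 0% = neutral control wells and 100% = positive control wells; some results beyond the cut were filed as inactive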
RAD52 anneal inh: RAD52 DNA annealing inhibitors, primary screen, biochemical, FRET, single point, set 2 | DNA repair protein RAD52 homolog (Homo sapiens), P43351 | recombinant RAD52 DNA annealing, FRET fluorescence | 360,000 compounds, 0.46% hits | inhibition, % at 18.7 µM;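 active means every replicate showing at least 50% inhibition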
miR-122 sensor: miR-122 Renilla sensor signal increase in Huh7, primary screen, miR-122 inhibitor project, cell-based, single point, plate reader; AID 602342, 2012; Huh7 miR-122 Renilla luciferase sensor, 48 h; neutral wells = 0, positive control = 100; 340,000 compounds, 0.3% hits; activation (reporter increase), % at 12.5 µM;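 active means mean replicate activation score at least 90 and every replicate individually at or above 90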;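 further: higher luciferase means less miR-122 activity so hits act as miR-122 inhibitors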
Numbers without * were called inactive; / = no result given; & = joins results of further samples; [ ] = another dose, or the depositor's remark.

SMILES	RAD54 branch	E-selectin induc	PglD DTNB	Cneo AK release	ERAP1 inh	PGC1a acetyl inh	RAD52 anneal inh	miR-122 sensor
COc1ccc(S(=O)(=O)Nc2ccc3c(c2)CC(=O)N([C@@H](C)CO)C[C@@H](C)[C@@H](CN(C)C(=O)NC2CCCCC2)O3)cc1	-1	74*	1	-3	-1	-8	-15	3[16.7 µM]
CC(CN1CCCC1)OC(=O)COc1ccccc1 (configuration not stated)	-7	2.2	1	-3	/	-2	/	0
O=Cc1c(Nc2ccccc2Cl)nc2ccccn2c1=O	-2	3.3	1	-4	-1	2	-13	-2
O=C1C(=O)N(CCCN2CCOCC2)C(c2ccc(Cl)cc2)/C1=C(/O)c1ccc(F)cc1 (configuration not stated)	3	/	2	-2	-2	/	-9	/
O=[N+]([O-])c1cccnc1N1CCN(Cc2ccc3c(c2)OCO3)CC1	-12	1.5	0	1	0	-13	-29	4
CC(=O)O[C@@H]1[C@H](Oc2c(O)c(C)c3c4c2[C@H](C)CC[C@H]4[C@H](C)C[C@@H]3C=C(C)C)O[C@@H](C)[C@@H](O)[C@H]1O	-8	/	-4	-1	-1	-20	-19	0
C[C@H]1CN([C@@H](C)CO)C(=O)Cc2cc(NS(=O)(=O)c3ccc(Cl)cc3)ccc2O[C@H]1CN(C)C(=O)NC1CCCCC1	-2	-1.9	3	1	-1	0	12	-1[16.7 µM]
C/C(Cc1ccccc1)=N\NC(=O)c1ccccn1	-7	-0.4	1	-1	2	/	0	/
COc1ccc(N2C(=O)Cc3c2nc(N)c(C#N)c3N)cc1	1	1.4	-3	2	0	8	-15	3
O=C(NCC1CCCO1)c1cccc(F)c1 (configuration not stated)	8	/	-6	-7	/	-10	/	-2
CC(=O)N(C)C[C@H]1Oc2cc(-c3cccc(C#N)c3)ccc2S(=O)(=O)N([C@H](C)CO)C[C@H]1C	0	-0.1	5	6	-3	7	6	-5[16.7 µM]
COCCN(Cc1nnc(-c2cccs2)o1)C(=O)c1cccc(S(=O)(=O)N2CCOCC2)c1	13	/	-2	1	3	5	-20	-8
Brc1cccc(CNCc2ccncc2)c1	-7	0.3	4	2	-1	-9	10	-2
Cc1ccc(C2CCN(C(=S)NC(C)C)C2)cc1 (configuration not stated)	0	/	7	9	4	-4	-6	1
Cc1cccc(-c2ccc([C@H]3[C@H]4CN(CCC(F)(F)F)CCCCN4[C@H]3CO)cc2)c1	1	-0.8	-1	14	/	-18	/	-7[16.7 µM]
COc1ccc(N2CCN(S(=O)(=O)CCNC(=O)COc3ccccc3C)CC2)cc1	5	/	12	2	-1	2	-5	-6
O=C(Nc1ccc(N2CCCCC2)cc1)c1ccccc1	-17	/	2	-3	/	1	/	2
COc1ccc(CCNC(=O)c2ccc(OCC(=O)N3CCOCC3)c(OC)c2)cc1OC	1	-0.2	-3	3	1	/	-1	-4
CO[C@@H]1CC[C@H]2CCN(C)C(=O)[C@@H](C)[C@H](OC)CN(C)C(=O)c3cc(C#N)ccc3OC[C@@H]1O2	-4	0.0	-2	-6	1	5	11	/
COc1cc(NC(=O)c2cc3ccccc3o2)c(OC)cc1Cl	3	/	1	2	/	-1	/	-1
CC[C@@H](C(=O)[C@@H](C)[C@@H](O)[C@H](C)CCc1ccc(C)c(O)c1C(=O)O)[C@H]1O[C@](CC)([C@H]2CC[C@](O)(CC)[C@H](C)O2)C[C@@H]1C	3	-0.6	-2	-4	-6	8	-10	-9
C[C@H](CO)N1C[C@H](C)[C@@H](CN(C)S(=O)(=O)c2cn(C)cn2)OCc2ccccc2-c2c(n(C)c3ccccc23)C1=O	-8	-3.9	-2	0	-6	-11	-4	/
Cc1ccc(S(=O)(=O)Nc2ccc3c(c2)C(=O)N([C@@H](C)CO)C[C@@H](C)[C@H](CN(C)Cc2ccc(C(F)(F)F)cc2)OCCCC[C@@H](C)O3)cc1	3	/	0	34	1	0	-35	-16[16.7 µM]
C#CCNC(=O)C1=C[C@@H](C(C)(C)C)C[C@@H](OCc2ccc(CO)cc2)O1	13&-4	-0.4	4&2	2&2	0&-1	-4	-9&-10	-1
CCCn1c(C2CCCN2c2nc(C)cs2)nc2cc(Cl)c(Cl)cc21 (configuration not stated)	0	-0.3	0	1	3	/	-21	/
COc1ccc(NC(=O)CN2CCN(CC(=O)Nc3ccc4c(c3)OCO4)CC2)cc1	3	/	1	3	/	-6	/	-4
CCn1nc(NC(=O)Cc2ccc(OC)cc2)c2cc3cccc(C)c3nc21	0	0.3	5	-2	9	10	-9	3
CSc1cccc(NC(=O)OC2CCCCCCCCCCC2)c1	-2	-0.1	3	-1	2	/	-11	/
Cc1cc2[nH]c(=O)c(=O)[nH]c2cc1S(=O)(=O)Nc1ccccc1F	-9	0.0	8	0	/	5	-8	-5
O=C(CCN1CCCC1=O)NC1CCCc2c1cnn2-c1ccccc1F (configuration not stated)	3	2.0	2	1	7	4	4	-5
O=C(Cn1cc([N+](=O)[O-])cn1)N1CCN(c2ccccc2)CC1	-4	/	6	1	-1	8	-20	5
O=C(COC(=O)CCN1C(=O)c2ccccc2C1=O)Nc1ccccc1[N+](=O)[O-]	-6	-0.6	-2	-2	-1	4	6	8
Cc1ccc(C(=O)NC(=S)Nc2ccccc2C)cc1	/	/	/	/	-4	-1	-6	-2
C[C@H]1CN([C@@H](C)CO)C(=O)c2c(c3ccccc3n2C)-c2ccccc2CO[C@@H]1CN(C)Cc1ccccc1	/	-0.1	/	/	4	-10	19	/
COc1ccc(CC(C)NS(=O)(=O)c2ccc3c(c2)CCN3S(C)(=O)=O)cc1OC (configuration not stated)	-5	/	4	9	2	1	3	-1
C[C@H](CO)N1C[C@H](C)[C@H](CN(C)CC2CCCCC2)OCCCC[C@H](C)Oc2ccc(NC(=O)c3ccccc3)cc2C1=O	5	-0.3	1	4	0	18	16	-3[16.7 µM]
Cc1nn(C)c(C)c1NC(=O)CCl	1	/	-8	0	0	7	-12	-2
COc1ccc(NC(=O)Nc2ccc(OC)cc2)cc1	-3	/	12	0	/	6	/	3
COCCN1C[C@@H](CO)O[C@@H](n2cnc3c(NCC(C)C)ncnc32)C1	-2	0.7	1	3	-1	3	19	-4
COc1ccccc1C(=O)N/N=C/C(C)=C/c1ccccc1	6	0.7	0	-5	2	-3	-12	-2
Cc1ccc2ccc(C(Nc3cccc(C(F)(F)F)c3)c3cccnc3)c(O)c2n1 (configuration not stated)	-3	4.6	-7	4	3	/	-7	-2
Cc1cccc(NC(=O)COC(=O)CSc2ccccc2)c1C	-4	0.1	5	1	0	5	-7	-17
COc1ccc(/C=C/C(=O)c2ccc(OC)cc2O)cc1	-5	/	-2	-6	-3	-2	-5	-4
COc1ccccc1N(C1=NCCCS1)S(=O)(=O)c1ccc(C(C)(C)C)cc1	/	4.9	/	/	4	-21	-21	1
Cc1cccc(Cn2c(Cc3ccccc3)nc3ccccc32)c1	-10	/	5	12	-2	-12	-10	-5

Given with values under each structure: part of the list above.
Second line of a record: RAD54 branch | E-selectin induc | PglD DTNB | Cneo AK release | ERAP1 inh | PGC1a acetyl inh | RAD52 anneal inh | miR-122 sensor
- Cc1nn(C)c(C)c1NC(=O)CCl
  1 | / | -8 | 0 | 0 | 7 | -12 | -2
- COc1ccc(NC(=O)Nc2ccc(OC)cc2)cc1
  -3 | / | 12 | 0 | / | 6 | / | 3
- COCCN1C[C@@H](CO)O[C@@H](n2cnc3c(NCC(C)C)ncnc32)C1
  -2 | 0.7 | 1 | 3 | -1 | 3 | 19 | -4
- COc1ccccc1C(=O)N/N=C/C(C)=C/c1ccccc1
  6 | 0.7 | 0 | -5 | 2 | -3 | -12 | -2

(continued)
SMILES	RAD54 branch	E-selectin induc	PglD DTNB	Cneo AK release	ERAP1 inh	PGC1a acetyl inh	RAD52 anneal inh	miR-122 sensor
CCOC(=O)c1cc(CC)sc1NC(=O)CN1C(=O)C(=O)N(CC(C)C)C1=O	3	/	2	3	-3	-1	-9	-5
N#Cc1ccccc1NC(=O)CN1CCN(c2ccccn2)CC1	-13	1.2	-6	0	-2	/	0	/
CCOc1cccc(C(=O)N(Cc2ccc(F)cc2)C2CCS(=O)(=O)C2)c1 (configuration not stated)	1	/	6	0	3	-7	-14	1
CN(CC(=O)Nc1cccc(F)c1)CC(=O)Nc1cccc(S(=O)(=O)N2CCCCCC2)c1	6	/	4	-1	-2	-13	0	/
O=[N+]([O-])c1cc(-c2cccnc2)n[nH]1	1	1.0	-2	1	2	-2	-14	5
C[C@H]1CN([C@@H](C)CO)C(=O)CCCn2cc(nn2)CO[C@@H]1CN(C)C(=O)Cc1ccccc1	-3&5	0.1&-0.2	-4&-3	-2&-2	-2&0	9&-7&10	-6&14	-3
CC(C)(Oc1ccc(Br)cc1)C(=O)N1CCc2ccccc21	-4	/	2	-3	/	-6	/	-2
CCCCn1c(O)c2n(c1=O)Cc1ccccc1N=C2c1ccc(OC)cc1	-1	0.1	0	-28	4	-12	-3	4
COc1cccc(/C=C2\C=C(c3ccc(C)cc3)OC2=O)c1OC(C)=O	2	/	-3	0	2	3	-18	/
N#C[C@H]1[C@@H](c2ccc(-c3ccccc3F)cc2)[C@@H](CO)N1C(=O)c1ccccn1	-9	-0.4	-1	-4	1	13	-26	/
CCN(CC)S(=O)(=O)c1ccc(/C=C/C(=O)OCC(=O)NCc2cccs2)cc1	-3	-1.1	-8	1	-2	0	-12	-2
C[C@H](CO)N1C[C@H](C)[C@@H](CN(C)C(=O)Nc2ccccc2)Oc2ccc(NC(=O)Cc3cn(C)c4ccccc34)cc2C1=O	-13	/	0	3	-2	-7	-2	14[16.7 µM]
C[C@@H]1CN([C@@H](C)CO)C(=O)c2cc(NC(=O)CCCN(C)C)ccc2O[C@@H]1CN(C)Cc1ccc(-c2ccccc2)cc1	7	-14	-1	7	-2	-3	19	-3[16.7 µM]
Cc1ccc(S(=O)(=O)N[C@H]2CC[C@H](CCn3cc(-c4cccc(F)c4)nn3)O[C@@H]2CO)cc1	2	1.6	5	3	-3	-2	0	/
Cc1csc(NC(=O)CSc2nnc(C)c(=O)n2N)n1	7	2.6	-1	-1	-1	4	-19	-1
CCCNC(=O)C[C@@H]1CC[C@@H]2[C@H](COc3ccc(NC(=O)Cc4ccccc4)cc3C(=O)N2C)O1	-7	-0.1	1	-3	0	-1	-11	-6[16.7 µM]
Cc1ccc(CC2CC(=O)N(c3ccc(C)cc3)C2=O)cc1 (configuration not stated)	2	/	4	1	-6	3	1	2
CCN(C(=O)CSc1nnc(COc2ccccc2F)n1N)C1CCS(=O)(=O)C1 (configuration not stated)	2	/	-2	1	2	/	-11	-2
CC(=O)c1ccc(N(C(=O)CNC(=O)c2ccco2)C(C(=O)NC2CCCC2)c2ccco2)cc1 (configuration not stated)	-10	/	-1	-1	0	/	-11	-3
Cc1nc(NC(=O)c2cc(-n3cnnc3)ccc2Cl)ccc1Br	-6	/	0	2	/	9	/	-5
COc1ccc2nc(C)cc(N3CCN(S(=O)(=O)c4ccccc4F)CC3)c2c1	10	/	-8	0	3	5	4	/
O=C(CCc1nc(-c2ccc(F)cc2)no1)Nc1cccc(C(=O)NC2CC2)c1	-3	-0.6	-2	3	1	-5	-10	-3

Screens as filed in PubChem BioAssay.
